# Assay outcomes: PubChem BioAssay, National Center for Advancing Translational Sciences (NCATS)
# HTT aggregate = inhibitors of mutant huntingtin aggregate formation in PC12 cells. PC12 HttQ103-GFP aggregates, Acumen cytometry, 40 h. Potency, µM (titrated, usually from 46.1 µM), inactives show top-dose activity change, negative = inhibition, usual class: inhibitors. actives 1.1% (n = 220,000). AID 1688; further: on the % scale 0 is the no-effect control and ±100 the full control effect; nearly all actives have a fitted effect of over 60% in size
#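 Quantitative HTS on tebufenozide-induced (100 nM) PC12 cells stably expressing polyQ103 Huntingtin exon 1–GFP. Reduction of bright GFP aggregates, detected by laser scanning cytometry after lysis, identified actives across the titration.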
# Tau fluor cs = counter-screen for tau fibril formation inhibitors | actives 0.93% (n = 280,000) | tau K18 P301L Alexa594 fluorescence, heparin fibrillization | Potency, µM (series often up to 57.7 µM), without a hit: top-dose activity change, negative = decrease | AID 1463; further: on the % scale 0 is the no-effect control and ±100 the full control effect; nearly all actives have a fitted effect of over 55% in size
#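 Human tau K18 P301L (15 uM unlabeled, 0.24 uM Alexa 594-labeled) in 100 mM sodium acetate pH 7 with 20 uM heparin, 6 hr at 37 C. ThT 30 uM added, 1 hr ambient; Alexa 594 FP and total fluorescence read at 555/632 nm.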
# Tau fibril FP = tau fibrillization inhibition (FP); Potency, µM (highest dose often 57.7 µM), without a hit: at the highest dose activity, negative = inhibition, actives largely listed as inhibitors; actives 0.39% (n = 280,000); P10636; K18 P301L tau heparin fibrillization, Alexa594 FP, 6 h; AID 1468; further: on the % scale 0 is the no-effect control and ±100 the full control effect; nearly all actives have a fitted effect of over 55% in size
# Target sequence (P10636 561-689 P618L limits assumed): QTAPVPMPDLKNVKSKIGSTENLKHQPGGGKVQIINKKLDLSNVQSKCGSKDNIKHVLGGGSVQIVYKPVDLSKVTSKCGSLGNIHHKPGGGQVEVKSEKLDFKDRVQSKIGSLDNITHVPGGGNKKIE
#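 K18 P301L tau (15 uM unlabeled/0.24 uM Alexa 594-labeled, final) + compound + heparin 20 uM final; 100 mM NaOAc pH 7; 6 hr 37 C; ThT 30 uM final added, 1 hr RT; FP ex 555/em 632 nm.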
# ALDH1A1 block = ALDH1A1 (human) enzyme inhibition; P00352; Purified ALDH1A1, NADH fluorescence, propionaldehyde substrate; Potency, µM (top dose mostly 75.3 µM), for inactives: at the highest dose activity, negative = inhibition, actives largely listed as inhibitors; actives 7.3% (n = 220,000); AID 1030; active means well fitted inhibition curve with a large enough effect, not every such curve was filed as active; inconclusive means small, poorly fitted or top-dose-only effect, or another doubt; inactive means no such curve, though single readings can be large or run the other way;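 further: plate controls were no enzyme wells and a reference inhibitor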
# Target sequence (P00352 whole entry, looked up): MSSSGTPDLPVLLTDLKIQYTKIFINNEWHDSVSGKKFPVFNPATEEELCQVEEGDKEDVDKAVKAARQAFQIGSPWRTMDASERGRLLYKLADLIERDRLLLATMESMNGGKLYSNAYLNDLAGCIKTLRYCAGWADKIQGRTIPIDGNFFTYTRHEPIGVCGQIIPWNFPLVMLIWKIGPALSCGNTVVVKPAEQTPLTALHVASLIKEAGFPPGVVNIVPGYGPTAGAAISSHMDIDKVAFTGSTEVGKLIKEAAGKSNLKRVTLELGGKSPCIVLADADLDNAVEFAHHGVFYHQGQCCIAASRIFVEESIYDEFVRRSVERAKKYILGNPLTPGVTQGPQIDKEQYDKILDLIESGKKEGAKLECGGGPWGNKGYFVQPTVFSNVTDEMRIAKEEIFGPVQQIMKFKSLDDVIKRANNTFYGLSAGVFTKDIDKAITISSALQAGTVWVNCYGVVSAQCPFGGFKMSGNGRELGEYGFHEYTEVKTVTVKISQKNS
# KDM4E inh = blocks human JMJD2E demethylase activity. B2RXH2. Potency, µM (top dose mostly 57.1 µM), without a hit: at the highest dose activity change, negative = inhibition, usual class: inhibitors. JMJD2E catalytic domain, FDH-coupled NADH fluorescence (FDH is formaldehyde dehydrogenase). actives 1.6% (n = 230,000); active means well fitted inhibition curve with a large enough effect, not every such curve was filed as active; inconclusive means small, poorly fitted or top-dose-only effect, or another doubt; inactive means no such curve, though single readings can be large or run the other way;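 further: 0% = wells with enzyme and -100% = buffer wells without enzyme; nearly all actives have a fitted effect of over 50% in size; many of its hits are not listed in these tables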
# Target sequence (B2RXH2 1-337 limits assumed): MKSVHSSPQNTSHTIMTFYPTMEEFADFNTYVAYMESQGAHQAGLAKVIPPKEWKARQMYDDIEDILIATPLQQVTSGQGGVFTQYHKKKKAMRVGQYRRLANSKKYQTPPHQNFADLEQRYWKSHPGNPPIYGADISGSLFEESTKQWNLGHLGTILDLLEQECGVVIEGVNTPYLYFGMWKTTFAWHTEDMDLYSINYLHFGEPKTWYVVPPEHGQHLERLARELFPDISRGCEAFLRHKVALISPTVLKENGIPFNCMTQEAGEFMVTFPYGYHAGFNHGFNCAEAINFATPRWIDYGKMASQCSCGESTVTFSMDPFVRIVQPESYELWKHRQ
# SMN2 splice up = enhancers of SMN2 splice variant expression | Potency, µM (highest dose often 46.1 µM), without a hit: at the highest dose activity change, positive = activation, most hits filed as activators | HEK293 SMN2-luciferase splicing reporter, luminescence, 30-36 h | actives 2.8% (n = 210,000) | AID 1458; further: % of control where 0% means no effect; nearly all actives have a fitted effect of over 55% in size
#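 qHTS luciferase splicing reporter: luminescence rises when SMN2 exon 7 is included in transfected HEK293 cells. Compound exposure lasted 30-36 h at 37C, with 4.5 mM final sodium butyrate as control, followed by a ONE-Glo read.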
# HTT cytoprotect = protects HTT-Q103 PC12 cells, measured by ATP. Potency, µM (highest dose often 56.4 µM), for inactives: cytoprotection (ATP increase), actives largely listed as activators. actives 0.14% (n = 230,000). PC12 HTT-Q103 induced, cytoprotection, ATP luminescence, 40 h;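 further: % of control where 0% means no effect; nearly all actives have a fitted effect of over 45% in size; toxic huntingtin expression switched on by the ecdysone agonist tebufenozide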
#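 Compounds were screened for protection of PC12 cells against cell death after tebufenozide induction (100 nM final) of mutant Huntingtin exon 1 (Q103) fused to GFP.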
# Tau fibril ThT = tau fibrillization inhibition (ThT binding); actives 2.1% (n = 270,000); Potency, µM (top dose mostly 57.4 µM), inactives show at the top dose activity, negative = inhibition, hits mostly inhibitors; recombinant tau K18 P301L (four-repeat tau fragment), heparin-induced fibrillization, ThT fluorescence; P10636; further: on the % scale 0 is the no-effect control and ±100 the full control effect; nearly all actives have a fitted effect of over 55% in size
#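 Heparin-induced (20 uM) aggregation of recombinant human K18 P301L tau, 15 uM unlabeled with 0.24 uM labeled, pH 7 acetate buffer, 6 hr at 37 C with compound. Fibrils quantified by 30 uM ThT fluorescence after 1 hr ambient incubation.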
# * hit, by the source's call; u = inconclusive; x = not tested or not shown; [ ] = remark or other dose. Unless noted, the call rests on the fitted dose curve; in most records, active means well fitted curve in the direction sought with a large enough effect; inconclusive means small, poorly fitted or top-dose-only effect, or another doubt; inactive means no such curve, though single readings can be large; an effect the other way counts as inactive or inconclusive. Potency means the concentration at half of the fitted maximal effect. This is a subset, so the mix of outcomes need not match the whole.
# Order of results: Tau fluor cs | Tau fibril FP | KDM4E inh | ALDH1A1 block | HTT aggregate | Tau fibril ThT | SMN2 splice up | HTT cytoprotect
COc1ccc(NC(=O)CN2c3cccc4cccc(c34)S2(=O)=O)c(OC)c1
 : u | 10% | 1% | u | 4% | -10% | x | -1%
Cc1ccsc1C(=O)NNC(=S)NCC(C)C
 : 2% | 1% | -12% | 1% | 5% | -8% | 25% | u
O=C(O)c1cc(Cl)ccc1NC(=O)C1CCCO1 (stereo unspecified)
 : 2% | 4% | u | -5% | 16% | -3% | -9% | -8%
Cn1c(=O)cc(OCC(=O)NCc2cccnc2)c2ccccc21
 : 5% | -7% | -4% | 6% | 6% | -1% | 17% | -32%
Cn1cc(C(=O)NC2C3CC4CC(C3)CC2C4)cn1 (stereo unspecified)
 : 3% | 4% | 11% | 1% | 4% | 1% | 2% | x
Cc1ccnc(NC(=O)C2CCCN(S(=O)(=O)c3cnc[nH]3)C2)c1 (stereo unspecified)
 : -1% | 4% | -1% | 6% | 8% | -9% | u | -12%[10 µM]
CCC1=C(C(=O)OC)C(c2cc(OC)ccc2OC)C(C#N)=C(N)O1 (stereo unspecified)
 : -8% | -14% | 0% | 18µM* | -1% | u | u | 12%[10 µM]
CCCC(=O)Nc1ccc(Oc2ccc(NC(=O)CCC)cc2)cc1
 : 3% | -2% | 5% | 2% | -9% | -1% | 7% | -8%[10 µM]
CCCCN1C(=O)CCC(C(=O)O)C1c1ccccc1 (stereo unspecified)
 : 4% | -2% | -6% | -2% | -8% | 9% | 7% | -32%
COc1cc(C2C(C(=O)Nc3ccc(F)cc3)=C(C)Nc3nc(CCCO)nn32)cc(OC)c1OC (stereo unspecified)
 : -7% | 0% | -4% | 6% | -3% | -7% | 3% | -1%
Nc1ccc2c(c1)Oc1ccccc1C=C2
 : u | 15% | u | u | 10% | u | -9% | -10%
Cn1c2ccccc2c2cc(/C=C(\NC(=O)c3ccccc3)C(=O)NCC(=O)O)ccc21
 : -16% | 1% | -10% | x | -3%[9.22 µM] | u | x | -1%[10 µM]
O=C(NC1CCCCC1)c1ccccc1NC(=O)C1CC1
 : 8% | -3% | 8% | 0% | 0% | 15% | -43%[inhibitor] | -8%[1.9 µM]
CC(=O)NNC(=O)CN1C(=O)/C(=C/c2ccccc2)SC1=S
 : 14% | 6% | -7% | x | -24%[9.22 µM] | 12% | x | u
O=C(COc1ccccc1)NCc1nnc2c3ccccc3c(-c3ccccc3)nn12
 : -10% | -7% | -5% | -8% | 6% | -12% | 0% | 0%[10 µM]
COc1ccc2[nH]c(=O)c(CN(CC3CCCO3)C(=O)Nc3ccccc3)cc2c1 (stereo unspecified)
 : -17% | -4% | u | u | -17% | -18% | -31%[inhibitor] | -27%[10 µM]
O=S(=O)(O)c1nc2ccccc2n1Cc1ccc(Cl)cc1Cl
 : 6% | 5% | -2% | 4% | -4%[9.22 µM] | 5% | 11% | -9%
Cc1ccc(S(=O)(=O)Nc2ccc(Cl)cc2)cc1NC(=O)Cn1cnc2c1c(=O)n(C)c(=O)n2C
 : -10% | -5% | -6% | 6% | -12% | -1% | -18% | 4%[10 µM]
CC(C)(O)C#Cc1ccc(C(=O)N2CCCC2C(=O)O)s1 (stereo unspecified)
 : 10% | 5% | 0% | -8% | -1% | 2% | 23% | -8%
CCOC(=O)c1sc2nc(CC(C)C)c3c(c2c1N)CCC3
 : -16% | 0% | u | u | 2% | -6% | -13% | 12%[10 µM]
O=S(=O)(Nc1ccc2c(c1)CCC2)c1cccs1
 : -9% | 6% | -8% | u | -3% | 5% | x | -14%
CC(c1ccco1)N(C(=O)c1ccccc1NS(=O)(=O)c1cc([N+](=O)[O-])ccc1Cl)c1ccccn1 (stereo unspecified)
 : -10% | -1% | -4% | 7% | 0% | -9% | x | 2%[10 µM]
COc1ccc(-c2csc3nc(C)nc(N4CCN(C(C)=O)CC4)c23)cc1OC
 : 0% | -4% | 2% | 6% | -4% | -7% | 23% | -22%
Cn1c(C(=O)N2CCN(Cc3ccc4c(c3)OCO4)CC2)cc2sccc21
 : -5% | 6% | 7% | -16% | -32% | -12% | -24% | -26%
CCCCNC(=O)CN(c1cc(C(F)(F)F)ccc1Cl)S(C)(=O)=O
 : -1% | -9% | 7% | -3% | 15% | -2% | x | -5%[10 µM]
O=C(Nc1ccc(Cl)cc1)N(Cc1cccnc1)Cc1ccco1
 : 4% | 4% | 2% | 4% | -23% | 6% | -11% | 12%
Fc1cccc(-c2nnn3c2nc(Cl)c2ccccc23)c1
 : -7% | -13% | u | u | u | 8% | 1% | -182%[inhibitor]
CCc1cc2cc(C)ccc2nc1SCC(=O)N1CCN(C(=O)c2ccco2)CC1
 : -4% | 0% | 0% | u | -17% | u | -24% | -16%
O=C1CC(Nc2ccc(N3CCOCC3)cc2)C(=O)N1c1ccccc1F (stereo unspecified)
 : -27% | -5% | 5% | 14µM* | 23% | 14µM* | 7% | -22%[10 µM]
CC(=O)C1=C(O)C(=O)N(c2ccc(Br)cn2)C1c1ccccc1F (stereo unspecified)
 : -5% | -9% | u | u | -9% | -16% | -10% | -26%

# Some of these compounds in order of length of the SMILES, highest first:
# Order of results: Tau fluor cs | Tau fibril FP | KDM4E inh | ALDH1A1 block | HTT aggregate | Tau fibril ThT | SMN2 splice up | HTT cytoprotect
COc1ccc(NC(=O)CN2c3cccc4cccc(c34)S2(=O)=O)c(OC)c1
 : u | 10% | 1% | u | 4% | -10% | x | -1%
O=C(Nc1ccc(Cl)cc1)N(Cc1cccnc1)Cc1ccco1
 : 4% | 4% | 2% | 4% | -23% | 6% | -11% | 12%
Nc1ccc2c(c1)Oc1ccccc1C=C2
 : u | 15% | u | u | 10% | u | -9% | -10%

# Next entries.
# Order of results: Tau fluor cs | Tau fibril FP | KDM4E inh | ALDH1A1 block | HTT aggregate | Tau fibril ThT | SMN2 splice up | HTT cytoprotect
CCN(Cc1ccccc1)C(=O)C1CCN(Cc2sccc2C)CC1
 : 9% | -3% | u | -9% | 7% | 1% | -12% | x
COc1ccc(C2CC(c3c(-c4ccccc4)c4cc(Cl)ccc4[nH]c3=O)=NN2S(C)(=O)=O)cc1 (stereo unspecified)
 : -20% | u | -30% | 0.4µM* | 24% | -5% | u | -19%
Cn1c(-c2csc(-c3cccc(C(F)(F)F)c3)n2)n[nH]c1=S
 : 0% | 4% | -9% | 10% | 6% | -6% | -13% | -24%
O=C(O)c1[nH]c2ccccc2c1-c1ccccc1
 : -5% | 6% | u | u | 6% | -15% | -10% | 1%
CCN1C(=O)C(Cc2nc3ccccc3c(=O)n2-c2ccccc2)c2cc(Br)ccc21 (stereo unspecified)
 : -9% | 4% | x | x | x | u | -9% | x
O=C(Cn1cncn1)NCCC(c1ccccc1)c1ccccc1
 : 0% | -1% | -6% | 14% | 10% | -1% | x | -37%
CCOC(=O)c1[nH]c(C)c(C(=O)NCCc2ccc(OC)cc2)c1C
 : 2% | -11% | 1% | -11% | -8% | -9% | -13% | 16%[10 µM]
COc1ccc2c(c1)c(=O)oc1cc(OCC(=O)NC3CCCCC3)ccc12
 : -15% | -7% | u | u | -10% | -22% | -19% | -21%
CCCNC(=O)COC(=O)CCC(=O)c1ccc(F)cc1
 : 0% | 11% | -3% | 8% | -13% | -6% | 18% | -3%
Cc1cccc(NC(=O)CCCn2cc([N+](=O)[O-])cn2)n1
 : 2% | 1% | 3% | 5% | u | 2% | 0% | -20%
CC1C(=O)N(c2ccc(S(=O)(=O)N(C)C)cc2)C1(/C=C/c1ccccc1)C(=O)NC1CCCC1 (stereo unspecified)
 : -18% | 0% | 1% | 1% | -4% | -9% | -7% | -19%[10 µM]
O=S(=O)(c1ccccc1)N1CCSC1c1ccco1 (stereo unspecified)
 : 0% | 8% | 2% | u | -15% | -5% | u | 11%
c1ccc2c(c1)ccc1nnc(-c3ccc4c(c3)OCO4)n12
 : 11% | -1% | u | u | u | -2% | -16% | -3%
Cc1nc(N=Nc2ccc(C(=O)O)cc2)c(COP(=O)(O)O)c(C=O)c1O
 : -20% | -14% | 28µM* | 3% | x | u | 9% | -17%[1.9 µM]
COC(=O)C1=C(C(=O)OC)[C@@H]2N(Cc3ccccc3)c3ccccc3[C@@]23C[C@@H](C(=O)OC)N(S(=O)(=O)c2ccc(C)cc2)C3=N1
 : -7%[11.6 µM] | -3%[11.6 µM] | -6%[11.4 µM] | -2%[13.5 µM] | x | 0%[11.5 µM] | -6%[9.22 µM] | 16%[10 µM]
CN(C)S(=O)(=O)c1ccc2c(c1)C(CC(=O)O)NC2=O (stereo unspecified)
 : -1% | -1% | 3% | 12% | 5% | -5% | -16% | 8%
Cc1cc(Cl)ccc1NC(=S)NCCCO
 : 8% | -1% | 19% | -3% | 8% | 7% | 14% | 22%[0.074 µM]
O=C(CCC(=O)N1CCN(S(=O)(=O)c2ccc(Cl)cc2)CC1)Nc1ccc(Cl)cc1Cl
 : -5% | u | -14% | 2% | 14% | -8% | -32%[inhibitor] | 12%[10 µM]
CC(=NCc1cccnc1)C1=C(O)c2ccccc2C1=O
 : 2% | 1% | -2% | u | -10% | 4% | u | -12%
COc1ccc(NC(=O)CCN2C(=O)c3ccc([N+](=O)[O-])cc3C2=O)c(OC)c1
 : -4% | -4% | 8% | 20µM* | 11% | -4% | 11% | x

# Structures above that contain two or more sulfur atoms, in the order listed:
# Order of results: Tau fluor cs | Tau fibril FP | KDM4E inh | ALDH1A1 block | HTT aggregate | Tau fibril ThT | SMN2 splice up | HTT cytoprotect
Cc1ccsc1C(=O)NNC(=S)NCC(C)C
 : 2% | 1% | -12% | 1% | 5% | -8% | 25% | u
CC(=O)NNC(=O)CN1C(=O)/C(=C/c2ccccc2)SC1=S
 : 14% | 6% | -7% | x | -24%[9.22 µM] | 12% | x | u
O=S(=O)(Nc1ccc2c(c1)CCC2)c1cccs1
 : -9% | 6% | -8% | u | -3% | 5% | x | -14%
Cn1c(-c2csc(-c3cccc(C(F)(F)F)c3)n2)n[nH]c1=S
 : 0% | 4% | -9% | 10% | 6% | -6% | -13% | -24%
O=S(=O)(c1ccccc1)N1CCSC1c1ccco1 (stereo unspecified)
 : 0% | 8% | 2% | u | -15% | -5% | u | 11%
